NFkB transloc inh: inhibitors of IL-1B driven NFkB p65 nuclear import, primary screen, imaging, HUVEC, IL-1B stimulus, high-content imaging; HUVEC IL-1B NFkB p65 nuclear translocation imaging; inhibition, % at 2 µM; hit rate 0.43% among 94,000; AID 796, 2007;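 active means inhibition above about 30% together with a positive call from visual inspection of the well image, limit read from the data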;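 further: nuclear over cytoplasmic p65 intensity ratio measured by imaging; 0% = IL-1B stimulated DMSO wells and 100% = unstimulated DMSO wells; values of inactives mirror those of a sister screen read the other way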
NFkB transloc pot: enhancers of NFkB p65 translocation in HUVEC – imaging, IL-1B stimulus, high-content imaging, primary screen. hit rate 0.3% among 94,000. HUVEC IL-1B NFkB p65 nuclear translocation imaging. activation, % at 2 µM. AID 819, 2007;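 active means activation above 40%, about the mean plus 3 SD, also judged a hit on visual image review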;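 further: percent activation is computed from the nuclear over cytoplasmic p65 intensity ratio; values of inactives mirror those of a sister screen read the other way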
Bcl-B TR3 displacers: displacers of TR3 peptide from Bcl-B, primary screen, selectivity assay for Bfl-1 inhibitor project, biochemical, fluorescence polarization; Bcl-2-like protein 10 (Homo sapiens); FP displacement of FITC-TR3 peptide from Bcl-B; higher % means a stronger effect; one-dose displacement, % at 20 µM; IC50 in µM for titrated hits; hit rate 0.11% among 96,000; AID 748, 2007;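 active means displacement above 50% at 20 µM plus a fluorescence interference ratio under 1.5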;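 further: plate controls were wells without compound for no effect and wells lacking Bcl-B protein for full effect; a part of the inactive calls stands beside numbers as strong as those of hits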
PLAP inhibition: PLAP enzyme inhibitors, biochemical, luminescence, HTS (AID 690). hit rate 0.08% among 96,000. purified PLAP, luminescent substrate; higher % means a stronger effect. Alkaline phosphatase, placental type (Homo sapiens). one-dose inhibition, % at 20 µM; IC50 in µM for titrated hits; in the data active means a potency from the dose series; inactive means the rest, 99 in 100 with inhibition below about 30%; further: strong numbers were not always called active
MRP reversal: reversal of MRP1-mediated doxorubicin resistance, primary screen, H69AR cells, doxorubicin co-treatment; H69AR cells + 2 uM doxorubicin, CellTiter-Glo, 72 h; differential viability (reversal), % at 10 µM; hit rate 0.04% among 85,000; AID 602, 2007;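 active means viability drop by adding the cancer drug above about 55%, with treated viability meeting a 40% cutoff, limit read from the data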;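 further: viability without doxorubicin minus viability with 2 µM doxorubicin for each compound; larger differential means the compound sensitizes cells more to doxorubicin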
MRP reversal cytotoxicity: recorded beside MRP reversal, whose call it bears; viability, %; H69AR cells, CellTiter-Glo, 72 h; measured here: cytotoxicity without doxorubicin
MRP reversal with doxorubicin: further read-out of MRP reversal, marked with its call; viability, %; measured here: viability with 2 uM doxorubicin; stronger effect = lower value
NFkB transloc inh cell count 2 µM: second read-out of NFkB transloc inh, no call of its own (marks repeat the call); cell count; measured here: cells passing quality filter;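 raw number of nuclei counted in each imaged well without normalization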
NFkB transloc pot cell count 2 µM: recorded beside NFkB transloc pot, whose call it bears; cell count; measured here: cells passing quality filter
Numbers without * were called inactive; . = not tested or not shown. These rows are one share of the data; the hit share may differ from the screen's.

SMILES | NFkB transloc inh | NFkB transloc inh cell count 2 µM | NFkB transloc pot | NFkB transloc pot cell count 2 µM | Bcl-B TR3 displacers | PLAP inhibition | MRP reversal | MRP reversal cytotoxicity | MRP reversal with doxorubicin
Cn1c(C(=O)NCCCN2CCCCC2)cc2sccc21 | 10 | 137 | -10 | 137 | -8% | -13% | 3 | 92 | 88
Cc1n[nH]c(=O)nc1NCCN(C)C | -10 | 128 | 10 | 128 | 3% | 20% | -5 | 93 | 99
O=C1NCCN1C(=O)c1ccco1 | -16 | 143 | 16 | 143 | 4% | -1% | 8 | 98 | 90
CCn1c(COc2cccc(C)c2C)nnc1SCC(=O)N1CCN(c2ccc(OC)cc2)CC1 | -26 | 102 | 26 | 102 | -15% | -1% | . | . | .
COc1ccc(Oc2nc(C)cc(C)c2S(C)(=O)=O)cc1 | 4 | 184 | -3 | 184 | 5% | -9% | . | . | .
COc1ccc(N2CCn3c2nc2c3c(=O)n(CCN3CCOCC3)c(=O)n2C)cc1 | . | . | . | . | -4% | -57% | 15 | 92 | 77
COc1cc(NC(=O)c2ccc(S(=O)(=O)N(C)C)cc2)cc(OC)c1OC | -19 | 128 | 19 | 128 | -11% | 18% | 3 | 80 | 77
CC(Oc1ccc(Cl)cc1Cl)C(=O)Nc1ccc(S(=O)(=O)Nc2cnc3ccccc3n2)cc1 (stereo unspecified) | -9 | 183 | 9 | 183 | 32% | -67% | . | . | .
Cc1cc(C)n2c(SCC(=O)N(C)C3CCS(=O)(=O)C3)nnc2n1 (stereo unspecified) | -5 | 183 | 5 | 183 | 0% | -30% | 4 | 93 | 89
CC1(C)Cc2c(sc3c2C2=NCCN2C=N3)CO1 | -13 | 77 | 13 | 77 | 42% | -6% | 49 | 99 | 50
CCCCCCCCCCOC(=O)c1csc2nnsc12 | -13 | 137 | 13 | 137 | . | . | 13 | 99 | 86
CCOC(=O)C1CCN(Cc2oc(CO)cc(=O)c2O)CC1 | -13 | 153 | 13 | 153 | 12% | 9% | 13 | 102 | 89
Cc1ccccc1Nc1nc(N)nc(CSCc2c(C)noc2C)n1 | -4 | 147 | 4 | 147 | -8% | -24% | 19 | 104 | 85
COc1ccc2cc(C3(C)NC(=O)NC3=O)ccc2c1 (stereo unspecified) | -23 | 150 | 23 | 150 | 3% | 3% | -7 | 96 | 103
C=CCNCC(=O)NN=C(c1ccccc1)c1ccccc1 | -16 | 144 | 16 | 144 | -8% | 2% | . | . | .
Cc1cc(C(=O)OCC(=O)Nc2ccc(S(=O)(=O)N3CCOCC3)cc2)c(C)o1 | -5 | 164 | 5 | 164 | -13% | -85% | 25 | 104 | 79
COc1ccccc1OCC(=O)N/N=C1\CCc2ccccc21 | -13 | 61 | 13 | 61 | -10% | -64% | -6 | 80 | 86
Cc1ccc(-c2noc(CSc3nnc(-c4ccncc4)n3-c3ccc(F)cc3)n2)cc1 | -13 | 154 | 13 | 154 | 6% | -68% | -30 | 28 | 58
C#CC(=O)N(c1cccc(OC)c1)C(C(=O)NC1CCCC1)c1cccs1 (stereo unspecified) | -13 | 104 | 13 | 104 | -5% | -47% | . | . | .
O=C(O)c1c[nH]c2ccc(S(=O)(=O)N3CCOCC3)cc12 | -14 | 103 | 14 | 103 | 1% | -1% | 1 | 100 | 100
CC(CCc1ccccc1)NC(=O)C1CCN(C(=O)c2sccc2-n2cccc2)CC1 (stereo unspecified) | -8 | 189 | 8 | 189 | -6% | -88% | -15 | 84 | 99
CC(=O)Nc1c(-c2ccccc2)nc2ncccn12 | 6 | 145 | -6 | 145 | -4% | 15% | 1 | 92 | 90
CCn1c(NC(=O)C2CCCCC2)nc2ccccc21 | 13 | 81 | -13 | 81 | . | . | -12 | 51 | 63
CCOC(=O)C(CC)(CC)C(=O)/C=C/c1ccc(Br)cc1 | 4 | 129 | -8 | 162 | -5% | 7% | . | . | .
Cc1ccc(S(=O)(=O)/N=C/c2ccco2)cc1 | -3 | 186 | 3 | 186 | 22% | 7% | 12 | 113 | 101
COc1ccc(NC(=O)CSc2nc(NS(=O)(=O)c3ccccc3)cc(=O)[nH]2)cc1 | -1 | 116 | 1 | 116 | -1% | 2% | 2 | 88 | 85
Nc1c(N2CCN(c3ccccc3)CC2)c2ccccc2oc1=O | -2 | 168 | 2 | 168 | 7% | 13% | -8 | 89 | 98
COc1ccccc1-n1c2c(cc(C(=O)N3CCC(C)CC3)c1=O)C(=O)CC(C)(C)C2 | -27 | 183 | 27 | 183 | 3% | -32% | 13 | 94 | 81
O=C(Nc1ccccc1)N1CCN(c2nc3ccccc3s2)CC1 | 4 | 162 | -4 | 162 | -5% | 18% | 1 | 84 | 83
Cc1ccc(Cl)cc1N(CC(=O)NC1CCCCC1)S(C)(=O)=O | -9 | 138 | 9 | 138 | 0% | -7% | 20 | 102 | 83
N#C/C(=C\c1cc(Cl)ccc1O)C(=O)NC1CCCCC1 | -17 | 147 | 17 | 147 | -9% | 15% | . | . | .
CC(C)N1CC(C(=O)Nc2ccccc2)CC1=O (stereo unspecified) | -9 | 134 | 9 | 134 | . | . | 13 | 98 | 86
Cc1ccc(C2=N/C(=C\c3cccs3)C(=O)N2Nc2ccccc2)cc1 | -1 | 168 | 1 | 168 | -7% | 5% | 17 | 99 | 82
CC(C)NC(=O)CCCOc1ccc(Cl)cc1Cl | -24 | 171 | 24 | 171 | 2% | -1% | 41 | 105 | 64
O=C(c1ccccc1)c1cnc(Nc2ccc(Cl)c(Cl)c2)s1 | -22 | 187 | 22 | 187 | -3% | 19% | . | . | .
C=CCn1c(N)c(-c2nc3ccccc3n2C)sc1=S | -9 | 172 | 9 | 172 | 11% | -6% | . | . | .
C#CCSc1nnc(-c2c[nH]c3ccccc23)n1C | . | . | . | . | 0% | 1% | -6 | 72 | 78
CCCOc1ccc(C(C)=O)cc1CC(C(N)=O)C(N)=O | 16 | 152 | -16 | 152 | 13% | 16% | 2 | 102 | 100
Cc1ccc(C(=O)CSc2cc(C)nc(SCC(=O)c3ccccc3)n2)cc1 | -15 | 98 | 15 | 98 | -7% | 19% | 10 | 91 | 81
O=C(CCc1ccccc1)Nc1ccc(N2CCOCC2)c(Cl)c1 | 6 | 99 | -6 | 99 | . | . | 7 | 88 | 81
Cc1onc(COc2ccccc2O)c1Br | -20 | 116 | 20 | 116 | 0% | 18% | -8 | 93 | 100
Cc1c(C(=O)NC(=S)Nc2ccc(NC(=O)c3cccs3)cc2)cccc1[N+](=O)[O-] | 6 | 204 | -6 | 204 | . | . | . | . | .
COc1ccc(C(=O)N2CCN(C3CCN(Cc4ccccc4)CC3)CC2)cc1OC | 2 | 195 | -2 | 195 | 10% | -62% | 7 | 99 | 92
COc1ccc2c(c1)SC1=NCCS(=O)(=O)N12 | 8 | 109 | -8 | 109 | -2% | -4% | 4 | 99 | 94
O=C(CN1CCN(c2ncccn2)CC1)Nc1ccccc1-n1cccc1 | -32 | 126 | 32 | 126 | 2% | -42% | . | . | .
CCOc1cc(C(=O)Nc2cc(C)ccn2)cc(OCC)c1OCC | 0 | 122 | 0 | 122 | 0% | -62% | -3 | 77 | 81
Cn1c(OCc2cccnc2)nc2c1c(=O)n(Cc1ccc(Cl)cc1)c(=O)n2C | 4 | 100 | -4 | 100 | . | . | 6 | 75 | 69
CC(C)N(CCNC(=O)c1cn(C)c2ccc(S(=O)(=O)N(C)C)cc2c1=O)Cc1ccccc1 | . | . | . | . | -15% | -52% | 18 | 103 | 85
CCOc1ccc(-c2nnc(-c3ccco3)o2)cc1OCC | 0 | 181 | 0 | 181 | 1% | -24% | -3 | 76 | 80
CCN1C(=O)C2C(c3ccc(O)c(OC)c3)NC(C)(C(=O)OC)C2C1=O (stereo unspecified) | -9 | 110 | 9 | 110 | 9% | 15% | 9 | 97 | 89

For reference, part of the list above:
SMILES | NFkB transloc inh | NFkB transloc inh cell count 2 µM | NFkB transloc pot | NFkB transloc pot cell count 2 µM | Bcl-B TR3 displacers | PLAP inhibition | MRP reversal | MRP reversal cytotoxicity | MRP reversal with doxorubicin
Cn1c(C(=O)NCCCN2CCCCC2)cc2sccc21 | 10 | 137 | -10 | 137 | -8% | -13% | 3 | 92 | 88
Cc1n[nH]c(=O)nc1NCCN(C)C | -10 | 128 | 10 | 128 | 3% | 20% | -5 | 93 | 99
O=C1NCCN1C(=O)c1ccco1 | -16 | 143 | 16 | 143 | 4% | -1% | 8 | 98 | 90
CCn1c(COc2cccc(C)c2C)nnc1SCC(=O)N1CCN(c2ccc(OC)cc2)CC1 | -26 | 102 | 26 | 102 | -15% | -1% | . | . | .
COc1ccc(Oc2nc(C)cc(C)c2S(C)(=O)=O)cc1 | 4 | 184 | -3 | 184 | 5% | -9% | . | . | .
COc1ccc(N2CCn3c2nc2c3c(=O)n(CCN3CCOCC3)c(=O)n2C)cc1 | . | . | . | . | -4% | -57% | 15 | 92 | 77
COc1cc(NC(=O)c2ccc(S(=O)(=O)N(C)C)cc2)cc(OC)c1OC | -19 | 128 | 19 | 128 | -11% | 18% | 3 | 80 | 77
CC(Oc1ccc(Cl)cc1Cl)C(=O)Nc1ccc(S(=O)(=O)Nc2cnc3ccccc3n2)cc1 (stereo unspecified) | -9 | 183 | 9 | 183 | 32% | -67% | . | . | .
Cc1cc(C)n2c(SCC(=O)N(C)C3CCS(=O)(=O)C3)nnc2n1 (stereo unspecified) | -5 | 183 | 5 | 183 | 0% | -30% | 4 | 93 | 89
CC1(C)Cc2c(sc3c2C2=NCCN2C=N3)CO1 | -13 | 77 | 13 | 77 | 42% | -6% | 49 | 99 | 50

(list continues)
SMILES | NFkB transloc inh | NFkB transloc inh cell count 2 µM | NFkB transloc pot | NFkB transloc pot cell count 2 µM | Bcl-B TR3 displacers | PLAP inhibition | MRP reversal | MRP reversal cytotoxicity | MRP reversal with doxorubicin
COc1cc(C(=O)OCC(=O)Nc2cc(C)on2)cc(OC)c1OC | 5 | 158 | -5 | 158 | -6% | 7% | 5 | 92 | 88
Cc1c(N2C(=O)c3ccccc3C2=O)c(=O)n(-c2ccccc2)n1C | . | . | . | . | 3% | 0% | -2 | 85 | 87
CCOc1ccc2nc(N3CCCCCC3)sc2c1 | . | . | . | . | 6% | -4% | -10 | 83 | 93
CCOC(=O)N1CCN(c2c(NCCCN3CCCCCC3)c(=O)c2=O)CC1 | 1 | 154 | -1 | 154 | -1% | 5% | 4 | 92 | 88
Cc1ccc(C)c(/C(O)=C2/C(=O)C(=O)N(CCN3CCOCC3)C2c2ccco2)c1 (stereo unspecified) | -12 | 176 | 12 | 176 | 18% | -26% | -10 | 81 | 92
CN(C)C(=O)c1ccc(NC(=O)c2cccnc2)cc1 | -4 | 158 | 4 | 158 | -7% | -12% | -41 | 39 | 80
Cc1nc2ccc(NC3=NCCCCC3)cc2s1 | 3 | 193 | -3 | 193 | 12% | 6% | 7 | 96 | 89
CCN(CC)S(=O)(=O)c1cccc(-c2nnc(SC(C)C#N)n2Cc2ccccc2)c1 (stereo unspecified) | . | . | . | . | -7% | -69% | 32 | 66 | 34
CC1(C)Oc2ccc(C(=O)N3CCc4ccccc43)cc2N(CC(=O)N2CCCC2)C1=O | -14 | 144 | 14 | 144 | 5% | -57% | -2 | 70 | 72
CN(CC(=O)O)S(=O)(=O)c1ccc(F)cc1 | -4 | 122 | 4 | 122 | . | . | 0 | 96 | 97
Cc1ccc(C2C(=O)N(C3CCC(C)CC3)CC(=O)N2C2CC2)cc1 (stereo unspecified) | -18 | 172 | 18 | 172 | -14% | 6% | -3 | 96 | 99
Cc1ccc(-n2c(C)cc(/C=N/NC(=O)c3ccc(CN4CCOCC4)cc3)c2C)cc1 | 1 | 74 | -1 | 74 | -11% | -40% | . | . | .
C(=N\n1cnnc1)/c1ccc(N2CCOCC2)s1 | . | . | . | . | 4% | 6% | 9 | 101 | 93
